EPAC2 ag: EPAC2 (human) agonism; 360,000 compounds, 0.079% hits; EPAC2 activation, biochemical qHTS; response scale: 100% = 6.5 mM cAMP response; Q8WZA2; Potency, µM (top dose mostly 154 µM), without a hit: top-dose activation, most hits filed as activators; also: potency is read from the fitted curve at half-maximal effect; nearly all actives have a fitted effect of over 50% in size
Target sequence (Q8WZA2 whole entry, looked up): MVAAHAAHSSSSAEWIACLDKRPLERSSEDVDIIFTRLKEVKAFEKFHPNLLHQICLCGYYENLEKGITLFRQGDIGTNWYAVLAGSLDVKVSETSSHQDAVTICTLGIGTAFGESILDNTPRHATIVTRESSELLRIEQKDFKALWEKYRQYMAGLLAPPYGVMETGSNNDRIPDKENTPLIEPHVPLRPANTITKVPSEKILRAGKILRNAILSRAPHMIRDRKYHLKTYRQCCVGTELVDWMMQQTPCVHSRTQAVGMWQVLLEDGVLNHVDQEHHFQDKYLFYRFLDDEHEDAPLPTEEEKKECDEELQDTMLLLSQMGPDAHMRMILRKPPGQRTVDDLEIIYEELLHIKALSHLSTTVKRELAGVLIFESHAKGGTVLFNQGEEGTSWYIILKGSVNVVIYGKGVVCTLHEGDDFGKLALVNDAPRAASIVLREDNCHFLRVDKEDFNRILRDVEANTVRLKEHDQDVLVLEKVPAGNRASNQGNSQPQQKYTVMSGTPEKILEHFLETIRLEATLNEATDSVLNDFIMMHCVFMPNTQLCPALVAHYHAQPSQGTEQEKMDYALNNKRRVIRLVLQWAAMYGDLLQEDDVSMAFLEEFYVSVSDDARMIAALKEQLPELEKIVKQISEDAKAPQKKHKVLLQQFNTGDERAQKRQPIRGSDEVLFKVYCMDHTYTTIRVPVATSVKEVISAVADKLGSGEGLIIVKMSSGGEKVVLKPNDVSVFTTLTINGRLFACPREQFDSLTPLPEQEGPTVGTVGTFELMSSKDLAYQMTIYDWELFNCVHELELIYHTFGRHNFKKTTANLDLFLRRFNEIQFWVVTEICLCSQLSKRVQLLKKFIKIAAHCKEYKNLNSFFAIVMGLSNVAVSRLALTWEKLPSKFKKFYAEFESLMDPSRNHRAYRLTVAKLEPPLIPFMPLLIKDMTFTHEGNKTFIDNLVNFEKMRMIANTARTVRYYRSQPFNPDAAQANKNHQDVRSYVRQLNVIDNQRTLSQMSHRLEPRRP
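Compounds were added across a concentration range to EPAC2 (100 nM), RAP1B-BODIPY-GDP (250 nM) and GDP (50 uM). After 5 min at room temperature, fluorescence was recorded at 5-min intervals for 30 min.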
Mm-Cpn inhibitor: blocks the Methanococcus maripaludis chaperonin Mm-Cpn; Potency, µM (highest dose often 76.9 µM), for the others: top-dose activity, negative = inhibition, hits mostly inhibitors; purified Mm-Cpn ATPase, ADP Transcreener TR-FRET; 330,000 compounds, 0.031% hits; also: potency is read from the fitted curve at half-maximal effect; % is scaled to controls: 0 for no effect and ±100 for the full control effect; nearly all actives have a fitted effect of over 80% in size
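25 nM Mm-CPN + cpd, 10 min 37°C; + 10 uM ATP, 30 min 37°C; buffer 30 mM Tris pH 7.4, 100 mM KCl, 5 mM MgCl2, 1 mM DTT; Transcreener ADP HTRF detection 30 min RT.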
CCT chaperon mod: modulators of cytosolic chaperonin (CCT/TRiC) activity; purified chaperonin ATPase assay, HTRF ADP detection, 30 min; activity change, % (no concentration beside the values), hits read low; 360,000 compounds, 0.3% hits; in the data active = activity change below about -30%; also: % is scaled to controls: 0 for no effect and ±100 for the full control effect
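TRiC at 40 or 20 nM final (batch-dependent) in 30 mM Tris pH 7.4, 100 mM KCl, 5 mM MgCl2, 1 mM DTT, with compound at single 76 uM and 10 uM ATP, 30 min at 37 deg C. ADP detected by HTRF Transcreener, 665/615 ratio.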
EPAC2 antagonist: antagonists of human EPAC2; Q8WZA2; EPAC2 GEF exchange of Rap1B-BODIPY-GDP, fluorescence; Potency, µM (doses to about 114 µM), without a hit: at the top dose activity, negative = inhibition, actives largely listed as inhibitors; 360,000 compounds, 0.18% hits; also: potency is read from the fitted curve at half-maximal effect; % is scaled to controls: 0 for no effect and ±100 for the full control effect; nearly all actives have a fitted effect of over 45% in size; many of its hits are not listed in these tables
Nrf2 ARE act: activates Nrf2 signaling. AREc32 ARE-luciferase reporter (MCF7-derived line), luminescence, 24 h. Potency, µM (titrated, usually from 46.1 µM), without a hit: top-dose activation, most hits filed as activators. 410,000 compounds, 0.31% hits; also: potency is read from the fitted curve at half-maximal effect; % of control where 0% means no effect; nearly all actives have a fitted effect of over 65% in size
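Luminescent ARE reporter assay in AREc32_Fluc cells: overnight plating at 37 deg C, 24 hr compound incubation, Steady-Glo added, 30 min RT before reading.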
A549 viability: counter-screen for Nrf2 inhibitors: cytotoxicity in A549 cells; Potency, µM (doses to about 46 µM), for the others: at the highest dose activity change, negative = cytotoxicity, usual class: inhibitors; AID 504648; A549 ARE-Fluc cells, CellTiter-Fluor viability, 18-24 h; 390,000 compounds, 0.16% hits; also: potency is read from the fitted curve at half-maximal effect; % is scaled to controls: 0 for no effect and ±100 for the full control effect
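A549 ARE_Fluc cells in 5% FBS OPTI-MEM were exposed to compounds in concentration-response for 18-24 h at 37 deg C. Viability was read by CellTiter-Fluor fluorescence (Ex 405/Em 525) after 30 min, before the luciferase read.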
pAkt inh: Akt phosphorylation inhibition. Neuro2A IGF-stimulated pAkt S473 HTRF, 20 min; active compounds read low. activity change, % for hits at 50 µM. 360,000 compounds, 0.32% hits; in the data active = activity change below about -80%; inconclusive = mostly about -51% to -80%; also: % is scaled to controls: 0 for no effect and ±100 for the full control effect
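Neuro2A cells (4,500/well, DMEM with 0.5% FBS) were treated with compound at a single 50 µM final concentration, stimulated with 6 nM IGF for 20 min at 37 °C, and lysed. Phospho-Akt Ser473 was read by HTRF as 665/615 ratio ×10^4.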
Nrf2 inh: inhibitors of Nrf2 signaling | A549 ARE-Fluc reporter, luciferase luminescence, 18-24 h | 360,000 compounds, 2.1% hits | Potency, µM (top dose mostly 46 µM), for the others: top-dose activity change, negative = inhibition, usual class: inhibitors | AID 504444; also: potency is read from the fitted curve at half-maximal effect; % is scaled to controls: 0 for no effect and ±100 for the full control effect; nearly all actives have a fitted effect of over 60% in size
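A549 ARE_Fluc cells (5000/well, 5% FBS OPTI-MEM) pre-incubated 2 h, then treated with compounds 18-24 h at 37C/5% CO2 in concentration-response. CellTiter-Fluor viability read first; BugLite luciferase luminescence after 15 min at room temperature gives Nrf2 activity.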
TGFb SMAD3 inh: blocks TGF-b signaling | 410,000 compounds, 1.2% hits | Potency, µM (series often up to 46.1 µM), for inactives: at the highest dose activity, negative = inhibition, usual class: inhibitors | HepG2 CAGA-GFP TGF-b/SMAD3 reporter, GFP fluorescence, 18 h; TGF-beta stimulated, 500 pg/mL final | AID 588855; also: potency is read from the fitted curve at half-maximal effect; % is scaled to controls: 0 for no effect and ±100 for the full control effect; nearly all actives have a fitted effect of over 65% in size
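GFP signal (ex488/em500-530) from TGF-beta-stimulated HEPG2 CAGA-GFP cells, 500 pg/mL final, 18 h at 37 degrees C in DMEM plus 1% FBS, normalized to unstimulated and DMSO-stimulated controls.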
* hit, by the source's call; i = inactive; ? = inconclusive; · = not tested or not shown; [ ] = dose if it differs, or a comment. Unless noted, calls follow the shape of the dose curve; as a rule, active = well fitted curve in the direction sought with a large enough effect; inconclusive = small, poorly fitted or top-dose-only effect, or another doubt; inactive = no such curve, though single readings can be large; an effect the other way counts as inactive or inconclusive. This is a subset (hit frequency here may not be typical).

SMILES	EPAC2 ag	Mm-Cpn inhibitor	CCT chaperon mod	EPAC2 antagonist	Nrf2 ARE act	A549 viability	pAkt inh	Nrf2 inh	TGFb SMAD3 inh
CCNC(=O)C1(C)CCN1C(=O)CCc1cccc(Cl)c1 (stereo not given)	4%	·	-0.4	8%	0.4%	·	i	·	1%
O=c1c2cc(NC(=S)N3CCC(N4CCCCC4)CC3)ccc2nc2n1CCCCC2	5%	1%	-2.4	6%	2.2%	9%	i	1%	14%
Cc1cc(C)cc(-n2nnc(C(=O)NCc3ccccc3)c2N)c1	5%	1%	-0.1	-11%	-0.2%	-2%	i	-1%	4%
CCOC(=O)[C@]12CCC=C1N(Cc1cccc3ccccc13)C(=O)[C@H](CC(=O)NCCCOC)C2	5%	·	-0.7	2%	0.4%	·	i	·	·
CCC(=O)OCC(=O)N=c1sccn1Cc1ccc(C)cc1	15%	-2%	-2.2	5%	0.2%	7%	i	-14%	-1%
O=C(Nc1ccc(-c2ccco2)cc1)C1CCCN(Cc2ccc(CO)o2)C1 (stereo not given)	5%	-4%	0.4	-10%	21%	-8%	i	?	0%
CCn1nc2cc(C(=O)NCc3cc(C(F)(F)F)cc(C(F)(F)F)c3)ccc2c1OC	-9%	0%	-5.9	-4%	4.4%	-1%	i	?	-19%
c1ccc(-c2nccc(-c3ccc4c(c3)OCO4)n2)cc1	11%	-2%	3.0	-6%	6.0%	11%	i	?	-4%
Cc1cc(-c2ccccc2C(=O)Nc2ccccc2O)on1	-1%	-2%	-1.6	4%	-0.8%	1%	i	-25%	-19%
Cc1ccc(NC(=O)C2CCN(C(=O)NC3CCCCC3)CC2)c(C)c1	10%	-1%	-2.5	1%	-0.5%	-4%	i	-9%	8%
O=C(c1c(F)cccc1F)N1CCCC(c2nc(-c3ccc(Cl)cc3)no2)C1 (stereo not given)	9%	2%	-0.2	-15%	5.6%	-1%	i	?	?
CC(=O)Nc1ccc(S(=O)(=O)Nc2cc(C)cn(Cc3ccc(C)cc3)c2=O)cc1	13%	-1%	-5.5	-3%	0.0%	2%	i	?	-6%
OC(CCN1CCCCC1)c1ccc(-c2ccccc2)cc1 (stereo not given)	3%	0%	-0.9	-1%	0.2%	2%	i	8%	-4%
O=C(NCc1cccc(C(F)(F)F)c1)c1ccc2sc(COCCO)nc2c1	3%	·	-3.5	15%	0.1%[9.22 µM]	·	i	·	22%
CCn1c(CNc2ccc(F)cc2)nnc1SCC(=O)N1CCCc2ccccc21	2%	0%	-1.0	-7%	2.2%	16%	i	11%	19%
CCOc1cc(N2CCOCC2)c(OCC)cc1NC(=O)c1cc(C)cc(C)c1	-7%	0%	1.2	7%	0.4%	-5%	i	?	-6%
COc1ccc2ccccc2c1CNC(C)c1ccccc1 (stereo not given)	7%	-1%	-0.1	-11%	2.7%	1%	i	-26%	4%
CCCCN(CCCC)CCNC(=O)Cn1nc(CC)n2c(cc3sc(C)cc32)c1=O	·	·	·	·	0.4%	-6%	·	4%	0%
Cc1ccc(/C=N/NC(=O)CNC(=O)c2ccc(C)c([N+](=O)[O-])c2)o1	1%	1%	-0.9	-15%	0.3%	7%	i	-9%	6%
CC(C)COc1ccc(C(=O)OCC(=O)N(C)CC(=O)Nc2ccc(F)cc2)cc1	-9%	-2%	0.2	7%	0.6%	3%	i	-7%	-13%
Cc1cccc(S(=O)(=O)NC(=O)C2(C)CCN2C(=O)Cc2cc(F)ccc2F)c1 (stereo not given)	8%	·	-2.8	-11%	-0.1%	·	i	·	-2%
O=C1CSC(=S)N1CC1CCCO1 (stereo not given)	2%	2%	-0.6	11%	19%	0%	i	5%	-27%
CCCC(=O)N1c2ccccc2C(N(C(C)=O)c2ccccc2)CC1C (stereo not given)	17%	0%	-2.9	?	0.2%	-2%	i	-3%	1%
CCCCN(C)CCn1c(=S)[nH]c2ccc(N3CCOCC3)cc2c1=O	-3%	-14%	-0.3	1%	-0.3%	-12%	i	-1%	5%
COc1ccc(N=c2scc(-c3ccc(OC)cc3)n2CCO)cc1	19%	-1%	0.9	-11%	1.9%	-24%	i	18µM*	-11%
CN(Cc1cn(Cc2cccc(C(F)(F)F)c2)nn1)C1CN(Cc2cn(Cc3cccc(C(F)(F)F)c3)nn2)S(=O)(=O)C1 (stereo not given)	-4%	·	-1.3	-18%	4.5%	·	i	·	·
O=[N+]([O-])c1ccc2c(c1)nnn2-c1ccccc1	3%	2%	-0.1	7%	1.3%	1%	i	-17%	-5%
CCO[C@H]1OC(C(=O)NCc2nc3ccccc3[nH]2)=C[C@@H](c2ccccc2)[C@@H]1CCCO	-2%	·	-0.9	0%	0.0%	0%	i	20%	1%
Cc1ccc(Sc2ccc(CO)cc2[N+](=O)[O-])cc1	6%	1%	-0.7	-28%	4.3%	-1%	i	?	0%
COc1cccc(-n2nnc3c(=O)n(CC(=O)N4CCC(C)CC4)cnc32)c1	-4%	1%	2.2	2%	-0.5%	-1%	i	2%	1%
CC(C)(C)C1CCc2c(sc(NC(=O)c3cccc(Cl)c3)c2C(=O)NCc2ccco2)C1 (stereo not given)	·	·	·	·	0.3%	15%	·	22%	1%
Cn1cnc2c(=O)oc3ccc(S(=O)(=O)N4CCN(c5ccccc5)CC4)cc3c21	·	·	·	·	-0.2%	-2%	·	16%	-1%
CCC1=NN(C(=O)C(=O)Nc2ccccc2OC)C(O)(C(F)(F)F)C1 (stereo not given)	5%	1%	1.4	16%	-0.1%	-18%	i	7%	?
Cn1nc(-c2ccc(Cl)cc2)c2cc(C(=O)N3CCOCC3)sc21	4%	-2%	-6.1	-14%	10%	-1%	i	3%	2%
Cc1ccc(S(=O)(=O)N2CCCCC2C(=O)N2CCN(Cc3ccccc3)CC2)cc1 (stereo not given)	1%	1%	-1.8	10%	-1.0%	-2%	i	-14%	-1%
O=C(c1cccc(Cl)c1)N1CCC(=O)N([C@H](COCc2ccccc2)Cc2ccccc2)CC1	15%	·	0.4	-7%	-0.6%	·	i	·	·
COc1ccc(NC(=S)N(CCc2c(C)[nH]c3ccc(C)cc23)Cc2ccco2)cc1	11%	2%	-1.5	5%	10.0%	-9%	i	-5%	-7%
O=C(c1ccc(NC(=O)C(c2ccccc2)c2ccccc2)cc1)c1ccc(C(=O)O)c(C(=O)O)c1	6%	0%	-4.5	-7%	-0.7%	-8%	i	6%	-1%
Cc1ccc(N2C(=O)NC(NS(=O)(=O)c3ccccc3)(C(F)(F)F)C2=O)cc1 (stereo not given)	5%	1%	0.5	-2%	-0.2%	-12%	i	-21%	-3%
COc1ccc(Cn2c(=N)c(C(=O)NC3CCCCC3)cc3c(=O)n4ccccc4nc32)cc1	6%	-7%	-1.3	-12%	-0.7%	?	i	-18%	3%
Cc1cc(C)cc(C(=O)NCCC(=O)N2CCC3(CC2)NCCc2[nH]cnc23)c1	-2%	-8%	0.3	5%	1.6%	7%	i	2%	-4%
O=C(CN(c1ccc(Cl)c(C(F)(F)F)c1)S(=O)(=O)c1ccccc1)N1CCOCC1	-9%	0%	-0.2	-4%	3.2%	8%	i	14%	-2%
CSc1nc(N)c(NC(=O)c2ccc(Br)o2)c(=O)[nH]1	6%	1%	1.5	17%	-0.3%	-12%	i	?	-3%
Cc1ccc(Cl)cc1N1CCN(C(=O)Cc2cn(C)c3ccccc23)CC1	6%	3%	-1.9	-5%	-0.2%	-21%	i	?	?
CCN(CC)S(=O)(=O)c1cccc(C(=O)Nc2ccc(S(=O)(=O)NC3=NCCCCC3)cc2)c1	9%	0%	0.0	-4%	3.6%	0%	i	?	-12%
O=C(COC(=O)/C=C/c1ccc2ccccc2n1)NNC(=O)c1ccc([N+](=O)[O-])cc1	2%	2%	-0.8	6%	?	-9%	i	-9%	-17%
Cc1ccc(N(C)C(=O)N2CCN(S(=O)(=O)c3ccc4ccccc4c3)CC2)cc1	25%	0%	-1.8	-7%	-0.6%	-17%	i	18µM*	-20%
O=C(Nc1ccc(S(=O)(=O)NCCc2ccccc2)cc1)c1ccco1	14%	-7%	1.4	-3%	4.7%	6%	i	-17%	-2%
C=CCNc1ncnc2c1ncn2[C@H]1CN(Cc2cccs2)C[C@@H](CO)O1	16%	·	-0.7	18%	0.5%	·	i	·	-3%
Cc1ccc(OC(=O)c2cc(C)nn2C(C)(C)C)cc1	1%	0%	2.2	-16%	-0.5%	1%	i	9%	5%

Grouped by structure: those above containing a tert-butyl group.
SMILES	EPAC2 ag	Mm-Cpn inhibitor	CCT chaperon mod	EPAC2 antagonist	Nrf2 ARE act	A549 viability	pAkt inh	Nrf2 inh	TGFb SMAD3 inh
CC(C)(C)C1CCc2c(sc(NC(=O)c3cccc(Cl)c3)c2C(=O)NCc2ccco2)C1 (stereo not given)	·	·	·	·	0.3%	15%	·	22%	1%
Cc1ccc(OC(=O)c2cc(C)nn2C(C)(C)C)cc1	1%	0%	2.2	-16%	-0.5%	1%	i	9%	5%

Random excerpt: two entries already listed.
SMILES	EPAC2 ag	Mm-Cpn inhibitor	CCT chaperon mod	EPAC2 antagonist	Nrf2 ARE act	A549 viability	pAkt inh	Nrf2 inh	TGFb SMAD3 inh
Cc1ccc(OC(=O)c2cc(C)nn2C(C)(C)C)cc1	1%	0%	2.2	-16%	-0.5%	1%	i	9%	5%
O=C(Nc1ccc(S(=O)(=O)NCCc2ccccc2)cc1)c1ccco1	14%	-7%	1.4	-3%	4.7%	6%	i	-17%	-2%

High-throughput results (PubChem)
